Source: PubChem
CSN deneddyl inh: inhibitors of CSN-mediated cullin deneddylation, primary screen, biochemical, fluorescence polarization, uHTS | inhibition, % at 12.5 µM | COP9 signalosome complex subunit 5 (Homo sapiens), Q92905 | actives 0.38% (n = 360,000) | AID 651999, 2013 | Purified CSN, SCF-Nedd8-OG deneddylation;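 active means pattern-corrected inhibition above about 35%, with an unprinted fluorescence ratio check between 0.5 and 1.5, limit read from the data, passing the limit was not always enough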;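 further: 0% = enzyme with substrate and 100% = substrate without enzyme; some results filed as inactive read as strong as hits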
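Schedule: reaction 90 min, room temperature / Assay system: HEK293T-derived human Csn5 enzyme / Input: Csn5 at 0.24 nM final / Measure: inhibition of Csn5 cleavage, % / Control set: substrate-only high control, full reaction low control / Technique: fluorescence polarization of the substrate / Buffer or medium: Tris/NaCl/DTT buffer, pH 7.5 / Reagent: SCFSkp2-Nedd8OG substrate at 10 nM final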
Scp-1 inhibitor: Scp-1 phosphatase inhibitors, primary screen, biochemical, colorimetric, uHTS; AID 493091, 2011; Carboxy-terminal domain RNA polymerase II polypeptide A small phosphatase 1 (Homo …; actives 0.88% (n = 340,000); inhibition, % at 20 µM; Recombinant Scp1, phosphopeptide, malachite green phosphate absorbance;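 active means inhibition above about 50% at 20 µM, limit read from the data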;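 further: plate controls were DMSO wells with enzyme for no effect and wells lacking enzyme for full effect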
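Assay system: SCP-1 catalytic fragment, aa 76-261 | Buffer or medium: Tris acetate buffer pH 5.5 with MgCl2 and Tween-20 | Compound: One concentration, 20 µM, with 1.0% DMSO | Also added: Phospho 17-mer peptide substrate | Signal: Absorbance at 630 nm | Incubation: 45 min enzyme reaction at room temperature | Measure: % inhibition of SCP-1 phosphate liberation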
Neddylation inh: inhibitors of cullin neddylation, primary screen, biochemical, TR-FRET, uHTS, NAE and Ubc12; NEDD8-conjugating enzyme Ubc12 (Homo sapiens) + NEDD8-activating enzyme E1 regulatory …; calls only at 25 µM; actives 0.58% (n = 360,000); AID 651699, 2012; in the data active means inhibition above about 36%
STEP block: STEP phosphatase inhibitors, primary screen, biochemical, fluorescence intensity, uHTS | Tyrosine-protein phosphatase non-receptor type 5 (Homo sapiens), P54829 | recombinant STEP, OMFP fluorogenic substrate | inhibition, % at 20 µM | actives 0.25% (n = 360,000) | AID 588621, 2011;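 active means inhibition at 20 µM, scaled per plate between control wells, above about 37%, limit read from the data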;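 further: 0% = DMSO with enzyme and substrate and 100% = substrate only without enzyme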
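System: STEP phosphatase, cell-free reaction; Buffer or medium: Bis-Tris pH 6.0 buffer with DTT, detergent; Incubation: 20 min at room temperature, dark; Measured by: fluorescence, 480/540 nm.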
LMPTP block: LMPTP phosphatase inhibitors, primary screen, biochemical, fluorescence intensity, uHTS. recombinant LMPTP-A, OMFP fluorogenic substrate. inhibition, % at 20 µM. actives 0.22% (n = 360,000);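 active means compounds that cut the enzyme signal by at least half of the control window in the single-dose screen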;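 further: plate controls were DMSO wells with enzyme plus substrate for no effect and substrate without enzyme for full effect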
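Test system – LMPTP-A enzyme · Amount – LMPTP-A at 0.625 nM final in the reaction · Buffer or medium – Bis-Tris pH 6.0, DTT, detergent · Reagent – OMFP 400 µM · Doses – single 20 µM dose · Schedule – reaction 50 min, room temperature, dark · Detection – fluorescence intensity of OMFP turnover product · Evaluation – percent inhibition versus substrate-only and uninhibited controls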
SUMO1 PPI mod: modulators of SUMO1 protein-protein interactions, primary screen, biochemical, uHTS. Small ubiquitin-related modifier 1 (Homo sapiens), P63165. SUMO1 binding to a labelled peptide, TR-FRET, 1 h. inhibition, % at 20 µM. actives 0.33% (n = 360,000). AID 602429, 2012; in the data active means inhibition above about 37%
NadD block: inhibitors of S. aureus NadD, primary screen, biochemical, colorimetric, uHTS | AID 602399, 2012 | actives 0.78% (n = 360,000) | inhibition, % at 20 µM | purified NadD enzyme, colorimetric absorbance read-out | Nicotinate-nucleotide adenylyltransferase NadD (Staphylococcus aureus N315); in the data active means inhibition above about 26%; further: some compounds past the cut are filed as inactive
Rin1-Abl PPI inh: inhibitors of Rin1-Abl protein binding, primary screen, biochemical, TR-FRET; AID 588664, 2011; inhibition, % at 7.35 µM; Tyrosine-protein kinase ABL1 (Homo sapiens) + Ras and Rab interactor 1 (Homo sapiens), …; actives 0.4% (n = 360,000); in the data active means inhibition above about 5%, passing the limit was not always enough
DNMT1 inh: human DNMT1 methyltransferase inhibitors, primary screen, biochemical, molecular beacon, fluorescence, HinP1I cleavage, uHTS. inhibition (reported as % activation of signal), % at 10 µM. actives 0.83% (n = 360,000); in the data active means inhibition above about 50%
Target sequence (P26358 504-1616 limits assumed): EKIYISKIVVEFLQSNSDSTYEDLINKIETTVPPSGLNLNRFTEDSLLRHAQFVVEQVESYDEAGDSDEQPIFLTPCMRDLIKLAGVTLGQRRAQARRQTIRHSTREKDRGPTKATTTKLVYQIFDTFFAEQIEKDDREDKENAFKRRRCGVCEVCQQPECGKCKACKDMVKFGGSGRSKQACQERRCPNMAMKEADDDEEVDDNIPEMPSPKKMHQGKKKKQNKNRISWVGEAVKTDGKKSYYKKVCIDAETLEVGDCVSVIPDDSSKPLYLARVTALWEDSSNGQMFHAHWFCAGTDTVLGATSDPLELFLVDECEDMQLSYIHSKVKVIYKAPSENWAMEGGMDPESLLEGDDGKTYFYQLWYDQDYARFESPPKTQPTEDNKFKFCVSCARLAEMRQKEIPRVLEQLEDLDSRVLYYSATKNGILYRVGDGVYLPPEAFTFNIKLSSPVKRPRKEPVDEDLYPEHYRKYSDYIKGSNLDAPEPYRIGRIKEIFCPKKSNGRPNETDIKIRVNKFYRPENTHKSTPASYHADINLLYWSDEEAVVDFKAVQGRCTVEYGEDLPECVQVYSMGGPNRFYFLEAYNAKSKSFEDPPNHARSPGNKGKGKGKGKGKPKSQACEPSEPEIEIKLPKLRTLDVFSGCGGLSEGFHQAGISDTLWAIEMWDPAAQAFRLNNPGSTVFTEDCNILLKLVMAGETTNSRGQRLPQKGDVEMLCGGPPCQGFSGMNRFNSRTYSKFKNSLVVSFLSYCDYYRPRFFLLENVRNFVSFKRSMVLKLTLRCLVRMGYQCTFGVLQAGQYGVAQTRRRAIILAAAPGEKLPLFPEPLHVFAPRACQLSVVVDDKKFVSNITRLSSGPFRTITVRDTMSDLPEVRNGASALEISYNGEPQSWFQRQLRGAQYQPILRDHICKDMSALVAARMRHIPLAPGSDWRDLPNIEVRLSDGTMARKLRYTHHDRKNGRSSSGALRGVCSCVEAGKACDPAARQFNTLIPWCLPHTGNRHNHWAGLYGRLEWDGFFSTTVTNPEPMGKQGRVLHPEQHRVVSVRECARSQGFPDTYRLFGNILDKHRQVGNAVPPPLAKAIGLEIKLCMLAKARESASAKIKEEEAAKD
Rpn11 inh: Rpn11 (PSMD14) deubiquitinase inhibitors, primary screen, biochemical, fluorescence polarization, uHTS. human 26S proteasome, Ub4-pepOG fluorescence polarization; 20S core pre-blocked with epoxomicin. actives 0.59% (n = 360,000). calls only at 20 µM. AID 588493, 2011. 26S proteasome non-ATPase regulatory subunit 14 (Homo sapiens), O00487;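 active means inhibition at 20 µM, scaled to each plate's controls, above about 33%, limit read from the data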
* = called active by the depositor; i = inactive; . = not tested or not shown.

nr	compound	LMPTP block	Neddylation inh	SUMO1 PPI mod	Rin1-Abl PPI inh	CSN deneddyl inh
1	CC1(C(=O)Nc2nnc(C(C)(C)C)s2)Cc2ccccc2C(=O)O1 (configuration not stated)	0.7	i	-1	0	2
2	Cc1oc(S(=O)(=O)N2CCCCC2)cc1NC(=O)Nc1ccccc1	-0.6	i	2	-3	-7
3	O=C(N/N=C/c1ccc(-c2cccc([N+](=O)[O-])c2)o1)[C@H]1C[C@@H]1c1ccccc1	3.2	i	-6	2	-1
4	CC(C)OC(=O)CSc1nc(Cc2cccs2)nc2ccccc12	1.5	i	-11	-1	1
5	CCOc1ccc2nc(NC(=O)c3ccc(C)o3)sc2c1	1.3	.	-5	0	1
6	CCOc1ccc(NC(=O)c2ccc(NC(=O)CSc3nc4ccccc4c(=O)[nH]3)cc2)cc1	0.2	i	0	-3	5
7	Cc1ccc(-c2nnc(OCc3nc4ccccc4n3C)c3ccccc23)cc1	1.8	i	0	2	2
8	CCCC1CCc2[nH]nc(C(=O)NN)c2C1 (configuration not stated)	-1.1	i	-1	0	6
9	CCc1nc2ccc(C(=O)NCCC(C)C)cn2c1N(C)Cc1ccc(OC)cc1	2.1	i	-11	-3	-2
10	CC(C)CCN1C(=O)c2cccc3c(N)ccc(c23)C1=O	-5.1	i	-90	-18	-75

nr	NadD block	Scp-1 inhibitor	Rpn11 inh	STEP block	DNMT1 inh
1	5	-6	i	-1	4
2	-7	-13	i	1	1
3	7	-9	i	2	0
4	5	-1	i	2	-3
5	-3	-13	i	2	4
6	43*	-1	i	1	38
7	-1	-5	i	1	0
8	2	3	i	2	1
9	0	.	i	1	2
10	-5	-7	i	-114	122*

The results go on.
nr	compound	LMPTP block	Neddylation inh	SUMO1 PPI mod	Rin1-Abl PPI inh	CSN deneddyl inh
11	OC(c1ccc(Cl)c(F)c1)c1ncc(-c2ccccc2F)[nH]1 (configuration not stated)	0.5	i	2	-4	-2
12	O=C(COC(=O)c1ccc[nH]c1=O)NC1CCCCCC1	0.6	i	1	0	4
13	Cc1ccc(S(=O)(=O)Nc2cc(C(=O)NCCN(C)C)ccc2N2CCCC2)cc1	-0.7	i	4	0	3
14	COC(=O)c1ccc(NC(=O)C23CC4CC(C2)CC(n2cnc(Cl)n2)(C4)C3)cc1	0.0	i	2	2	-3
15	Cc1ccc(C2=NS(=O)(=O)N(C)C(C(=O)Nc3cc(C)n(CC(=O)N4CCC(C)CC4)n3)=C2)cc1	0.7	i	-23	-1	-4
16	CCOC(=O)Cc1csc(NC(=O)CS(=O)(=O)Cc2ccccc2)n1	-1.2	i	1	-2	-3
17	CSCCC(NC(=O)c1ccccc1Br)C(=O)NCCCn1nc(C)cc1C (configuration not stated)	-1.1	i	2	1	-3
18	O=C(NCc1ccccn1)C(=O)NN=C1CCCCCCCCCCC1	-1.7	i	7	0	-5
19	COCCN=C1Sc2nc3cc4c(cc3cc2CN1CC1CCCO1)OCO4 (configuration not stated)	-0.2	i	4	1	-11
20	Cc1cc(SCC(=O)Nc2ccc3[nH]c(=O)[nH]c3c2)nc2ccccc12	1.0	i	24	3	15

nr	NadD block	Scp-1 inhibitor	Rpn11 inh	STEP block	DNMT1 inh
11	-11	.	i	0	6
12	-2	2	i	0	6
13	-12	-8	i	2	-2
14	-7	-5	i	6	-4
15	10	0	i	2	-4
16	5	-4	i	0	-1
17	-4	-7	i	2	9
18	2	-9	i	-1	-4
19	-3	2	i	2	-3
20	6	5	i	-2	7

More compounds:
nr	compound	LMPTP block	Neddylation inh	SUMO1 PPI mod	Rin1-Abl PPI inh	CSN deneddyl inh
21	COc1ccc(C(=O)/C=C/c2ccc(N3CCCCC3)c([N+](=O)[O-])c2)cc1	2.2	i	-6	0	-1
22	CCOc1ccc(NC(=O)COC(=O)Cn2nc(C)c([N+](=O)[O-])c2C)cc1OCC	0.4	i	5	-1	3
23	O=c1cc(-c2ccc(O)c(O)c2)oc2cc(O[C@@H]3O[C@H](CO)[C@@H](O)[C@H](O)[C@H]3O)cc(O)c12	0.6	i	-16	24*	5
24	C=CCOC(=O)C(C#N)c1nc2ccccc2nc1N1CCCC1 (configuration not stated)	3.6	i	-5	-3	0
25	CCSc1nnc(NC(=O)C2CC2c2ccccc2)s1 (configuration not stated)	0.0	i	-1	2	0
26	CCOc1ccc2nc(NC(=O)c3ccccn3)sc2c1	1.9	i	3	-1	-3
27	CCc1ccc(NC(=O)CSc2nc(=O)n(CCCN3CCOCC3)c3c2CCC3)cc1	1.5	i	-4	-1	-1
28	Cc1ncc([N+](=O)[O-])n1CCOC(=O)C12CC3CC(CC(C3)C1)C2	-0.4	i	-21	0	-1
29	C(=NOCCc1ccccc1)c1ccccn1	-0.9	i	-4	2	3
30	O=C1/C(=C/c2ccccc2)CCC1C1CCCC1 (configuration not stated)	1.1	i	-5	1	-3

nr	NadD block	Scp-1 inhibitor	Rpn11 inh	STEP block	DNMT1 inh
21	4	-5	i	0	8
22	-8	-7	i	1	1
23	-5	-2	i	2	52*
24	7	-2	i	0	-10
25	12	8	i	-1	0
26	-3	-9	i	-2	0
27	-1	-8	i	1	-1
28	1	1	i	0	1
29	-1	-8	i	-2	5
30	5	3	i	2	4

(listing goes on)
nr	compound	LMPTP block	Neddylation inh	SUMO1 PPI mod	Rin1-Abl PPI inh	CSN deneddyl inh
31	COc1ccc(F)cc1C(=O)C1CCCN(C(=O)c2ccc(C(C)=O)s2)C1 (configuration not stated)	-1.2	i	-7	-2	4
32	O=C(NCc1ccccn1)c1ccc(Br)s1	1.1	i	2	1	2
33	O=C(CSc1nc(N2CCOCC2)nc(N2CCOCC2)n1)Nc1ccccc1F	-0.2	i	5	2	0
34	CC1CN(Cc2nc3c(c(=O)n(C)c(=O)n3C)n2Cc2ccccc2)CC(C)O1 (configuration not stated)	-2.0	i	2	0	-3
35	COC(=O)CCN(C(=O)c1ccc(OC(C)=O)cc1)c1ccccn1	-2.5	i	-1	1	1
36	CCCC1c2ccc(C)n2CCN1C(=O)Nc1ccc(F)cc1 (configuration not stated)	-0.5	i	-5	-1	-2
37	CCn1c(CC(=O)Nc2cccc(OC)c2)nnc1SCC(=O)N1CCN(c2ccccc2)CC1	0.9	i	-1	-1	-7
38	Clc1ccc(CSc2nncn2-c2ccccn2)cc1	-0.9	i	14	-2	4
39	Cc1cccc(C)c1OCCSc1n[nH]c(N)n1	-1.2	i	19	-3	-2
40	Cc1ccccc1NC(=S)NCCc1ccccn1	-2.5	i	-2	-4	-1

nr	NadD block	Scp-1 inhibitor	Rpn11 inh	STEP block	DNMT1 inh
31	-6	-3	i	2	-1
32	-3	-1	i	1	0
33	-8	0	i	-3	-3
34	0	2	i	-2	4
35	-5	-7	i	-1	1
36	-9	-3	i	-5	-3
37	-2	3	i	1	-6
38	-5	-5	i	-3	4
39	0	-5	i	-3	0
40	-1	5	i	-1	1

Taken from above:
`O=C(CSc1nc(N2CCOCC2)nc(N2CCOCC2)n1)Nc1ccccc1F` in SUMO1 PPI mod is listed with 5
`COC(=O)CCN(C(=O)c1ccc(OC(C)=O)cc1)c1ccccn1` in NadD block is listed with -5
`CCCC1c2ccc(C)n2CCN1C(=O)Nc1ccc(F)cc1` (configuration not stated) in STEP block is listed with -5
`Cc1cccc(C)c1OCCSc1n[nH]c(N)n1` in CSN deneddyl inh is listed with -2

Rewritten with each value named: entries from further up
32	O=C(NCc1ccccn1)c1ccc(Br)s1
  LMPTP block: 1.1
  Neddylation inh: i
  SUMO1 PPI mod: 2
  Rin1-Abl PPI inh: 1
  CSN deneddyl inh: 2
  NadD block: -3
  Scp-1 inhibitor: -1
  Rpn11 inh: i
  STEP block: 1
  DNMT1 inh: 0
33	O=C(CSc1nc(N2CCOCC2)nc(N2CCOCC2)n1)Nc1ccccc1F
  LMPTP block: -0.2
  Neddylation inh: i
  SUMO1 PPI mod: 5
  Rin1-Abl PPI inh: 2
  CSN deneddyl inh: 0
  NadD block: -8
  Scp-1 inhibitor: 0
  Rpn11 inh: i
  STEP block: -3
  DNMT1 inh: -3

Further results.
nr	compound	LMPTP block	Neddylation inh	SUMO1 PPI mod	Rin1-Abl PPI inh	CSN deneddyl inh
41	CC1CCN(C(=O)COc2cccc3c2CCN(Cc2ccccc2)C3=O)CC1	2.2	i	2	1	-3
42	CC(C)(C)c1ccc(CSc2nc(N)cc(=O)[nH]2)cc1	1.2	i	0	2	6
43	O=C(CCN1CCN(c2ccccc2F)CC1)Nc1cccc(F)c1	-0.8	i	-1	2	-1
44	O=C(c1ccco1)N1CCCC(Nc2ccc3c(c2)OCCO3)C1 (configuration not stated)	-0.1	i	0	1	-2
45	CCOc1ccc(CN2CCN(Cc3cnc(-c4ccccc4)s3)CC2CCO)cc1 (configuration not stated)	-1.7	i	1	1	-5
46	O=C(OC(C(=O)NCC1CCCO1)c1ccccn1)c1cccs1 (configuration not stated)	-0.5	i	0	0	0

nr	NadD block	Scp-1 inhibitor	Rpn11 inh	STEP block	DNMT1 inh
41	-2	1	i	-3	3
42	-3	-6	i	-2	3
43	-5	-5	i	-2	0
44	-3	-8	i	-1	0
45	-2	7	i	-5	1
46	4	-7	i	-1	-13

Rows were taken by chance; about 3.8% have a hit in one of these screens.
